A-T KAP1 phos: potential ataxia-telangiectasia treatment | 0.19% of 320,000 active | Potency, µM (series often up to 57.5 µM), inactives show at the top dose activation, actives largely listed as activators | AID 485349 | […] A-T fibroblasts, KAP-1 phosphorylation AlphaLISA; neocarzinostatin DNA damage 30 min before lysis; note: potency is the fitted concentration of half-maximal effect; % of control where 0% means no effect; nearly all actives have a fitted effect of over 45% in size
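ATM-like activity read as KAP-1 phosphorylation via AlphaLISA donor/acceptor antibody pairs after lysis and 6 hr at 25C. Cells were ATM-null patient fibroblasts ([…], hTERT), dosed 60 min, then exposed to the DSB inducer NCS for 30 min.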
TRPV1 agonist: human TRPV1 agonism. TRPV1-expressing cells, Fluo-8 calcium influx, agonist mode. AID 540275. 0.19% of 320,000 active. activation, % at 8.33 µM. Q8NER1; in the data active = activation above about 80%; inconclusive = between about 30% and that limit; note: 0% is about no effect
Target sequence (Q8NER1 whole entry, looked up): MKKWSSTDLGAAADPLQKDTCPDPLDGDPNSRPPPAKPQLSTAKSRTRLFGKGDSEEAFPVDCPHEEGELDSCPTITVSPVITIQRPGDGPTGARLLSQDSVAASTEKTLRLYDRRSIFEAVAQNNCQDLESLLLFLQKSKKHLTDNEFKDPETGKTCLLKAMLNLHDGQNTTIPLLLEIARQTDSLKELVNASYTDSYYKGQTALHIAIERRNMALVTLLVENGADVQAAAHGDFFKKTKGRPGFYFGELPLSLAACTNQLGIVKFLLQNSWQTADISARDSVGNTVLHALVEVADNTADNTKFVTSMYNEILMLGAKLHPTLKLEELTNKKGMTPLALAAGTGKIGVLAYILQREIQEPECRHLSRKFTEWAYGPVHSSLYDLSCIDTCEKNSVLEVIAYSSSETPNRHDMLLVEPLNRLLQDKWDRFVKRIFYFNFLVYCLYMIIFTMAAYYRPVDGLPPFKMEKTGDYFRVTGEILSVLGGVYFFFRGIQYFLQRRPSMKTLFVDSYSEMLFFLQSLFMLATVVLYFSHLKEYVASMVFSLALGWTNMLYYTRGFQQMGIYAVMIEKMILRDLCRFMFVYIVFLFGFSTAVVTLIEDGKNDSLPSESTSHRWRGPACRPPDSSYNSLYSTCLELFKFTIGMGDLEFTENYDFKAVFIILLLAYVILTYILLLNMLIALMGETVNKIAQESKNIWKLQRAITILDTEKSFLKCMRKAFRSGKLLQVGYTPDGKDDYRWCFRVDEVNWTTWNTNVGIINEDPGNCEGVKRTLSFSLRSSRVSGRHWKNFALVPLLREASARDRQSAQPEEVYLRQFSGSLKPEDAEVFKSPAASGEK
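TRPV1-expressing cells were cultured overnight at 35.5C and loaded with Fluo-8 calcium dye for 40 to 90 min at room temperature. After a 10 s baseline, compound was added and calcium influx was read kinetically for 3 min (ex 480/em 520 nm).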
TSG101-PTAP inh: blocks PTAP/TSG101 interaction to inhibit HIV-1 budding; Potency, µM (top dose mostly 115 µM), for the others: top-dose activity change, negative = inhibition, most hits filed as inhibitors; Fluorescence polarization, FITC-PTAP peptide / Tsg101 binding; 340,000 tested, under 10 active; Q99816; active = well fitted inhibition curve with a large enough effect in the main read-out, with a control signal flat, not every such curve was filed as active; inconclusive = small, poorly fitted or top-dose-only effect, or effect the other way, or a change in a side signal; inactive = no such curve, though single readings can be large or run the other way; note: potency is the fitted concentration of half-maximal effect; % of control where 0% means no effect
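FP read-out: FITC-PTAP peptide, 50 nM final, binding Tsg101 binding domain, 10 uM final; 20 min, r.t.; 10 mM HEPES pH 7.5, 0.15 M NaCl, 0.01% Tween 20, 3 mM EDTA, 0.1 mM TCEP.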
p53 reactivator: re-activators of mutant p53; H1299 p53-A138V BP100-luciferase reporter, luminescence, 24 h; Potency, µM (top dose mostly 92.2 µM), for the others: top-dose activity change, positive = activation, hits mostly activators; 0.063% of 320,000 active; AID 504706; note: potency is the fitted concentration of half-maximal effect; % of control where 0% means no effect; nearly all actives have a fitted effect of over 45% in size
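p53-null H1299 cells stably carrying temperature-sensitive p53-A138V and a BP100-luciferase reporter were pinned with compounds (4-point, 1:5 series) and held 24 hrs at 37 deg C. Luminescence was read 10 min after detection reagent.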
a7 integrin act: integrin-mediated muscular dystrophy alleviation activation. alpha7betagal myoblasts, beta-gal FDG fluorescence, 48 h. Potency, µM (series often up to 38.3 µM), for the others: top-dose activation, usual class: activators. 0.064% of 350,000 active. AID 624291;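 note: potency is the fitted concentration of half-maximal effect; 100% = response of the positive control SU9516; nearly all actives have a fitted effect of over 60% in size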
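alpha7betagal+/- myoblasts (passage 13, 250/well) treated 48 h at 37C with compounds at 1:260 dilution of DMSO stock. Lysed, then beta-galactosidase activity read as FDG fluorescence (ex 480/em 540) after 30 min, with pre-read for autofluorescence.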
TCR activator: T cell receptor activation | primary human leukocytes, anti-CD3, IL-2 HTRF, 48 h | Potency, µM (series often up to 9.22 µM), inactives show top-dose activation of IL-2 secretion, actives largely listed as activators | 330,000 tested, under 10 active | AID 504894; note: % of control where 0% means no effect
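Primary human leukocytes incubated 48 hr with anti-CD3 beads plus compound, without co-stimulation. Secreted IL-2 measured by HTRF (europium cryptate/d2 anti-IL-2 pair, 320 nm excitation, 665 nm emission).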
ELG1 DNA repair: inhibitors of ELG1-dependent DNA repair in HEK293T cells; 2.3% of 330,000 active; Potency, µM (highest dose often 46.1 µM), without a hit: top-dose activity change, negative = inhibition, hits mostly inhibitors; HEK293T ELG1-luciferase reporter, luminescence, 16 h; DNA damage induced by 5-fluorouridine; note: potency is the fitted concentration of half-maximal effect; % is set by controls: 0 for no effect and ±100 for the full control effect; nearly all actives have a fitted effect of over 55% in size
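Reporter activity after DNA damage by 5-fluorouridine is monitored. Compound-treated cells incubate 16 hr at 37 °C, then ONE-Glo is added for 30 min before luminescence reading.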
B2AR arrestin: recruits beta-arrestin to the human beta2-adrenergic receptor; 0.02% of 330,000 active; Potency, µM (highest dose often 46.1 µM), for the others: at the highest dose activation, usual class: activators; P07550; beta-arrestin recruitment to beta2AR, cell-based reporter; AID 492947;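 note: potency is the fitted concentration of half-maximal effect; 0% = DMSO controls and full agonism = EC100 isoproterenol or metaproterenol; nearly all actives have a fitted effect of over 65% in size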
MLL CXXC-DNA inh: inhibitors of human MLL CXXC domain-DNA interaction; Q03164; MLL-CXXC / FITC-HOXA9 DNA fluorescence polarization; Potency, µM (series often up to 115 µM), without a hit: top-dose activity change, negative = inhibition, actives largely listed as inhibitors; 0.037% of 290,000 active; active = well fitted inhibition curve with a large enough effect in the polarisation, with a control signal flat, not every such curve was filed as active; inconclusive = small, poorly fitted or top-dose-only effect, or effect the other way, or a change in a side signal; inactive = no such curve, though single readings can be large or run the other way; the % refers to the polarisation; note: potency is the fitted concentration of half-maximal effect
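Purified MLL-CXXC (added from a 7 uM solution) was preincubated 5 min at ambient with pinned compounds in 50 mM Tris-HCl pH 7.5, 50 mM NaCl, 1 mM DTT, 0.05% BSA. Fluorescein-labeled HOX-A9 DNA (50 nM solution) followed, 30 min, then polarization read.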
BRCA1 expr act: increases BRCA1 expression; MCF7-BRCA1-FFLuc reporter, luminescence, 48 h; response scale: scaled: vehicle 0%, 10 µM genistein 100%; 1.1% of 380,000 active; AID 624202; Potency, µM (titrated, usually from 46.1 µM), for inactives: at the highest dose activation, actives largely listed as activators; note: potency is the fitted concentration of half-maximal effect; nearly all actives have a fitted effect of over 80% in size; some results filed as inactive show a strong effect at the top dose
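Compounds are tested at multiple concentrations on MCF7 BRCA1-luciferase reporter cells seeded at 2000 per well; after 48 h, a single luminescence end-point is taken and curves fitted to the normalized data.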
Starred values were filed as active, the others as inactive; ? = inconclusive; · = no result given; [ ] = dose if it differs, or a comment. Unless noted, calls come from the whole dose curve; as a rule, active = well fitted curve in the direction sought with a large enough effect; inconclusive = small, poorly fitted or top-dose-only effect, or another doubt; inactive = no such curve, though single readings can be large; an effect the other way counts as inactive or inconclusive.

item	SMILES	A-T KAP1 phos	TRPV1 agonist	TSG101-PTAP inh	p53 reactivator	a7 integrin act	TCR activator	ELG1 DNA repair	B2AR arrestin	MLL CXXC-DNA inh	BRCA1 expr act
1	O=C(NNC(=O)c1sccc1-n1cccc1)c1cccs1	0%	2	1%	2%	0%	0%	-6%	0.2%	6%	-44%
2	Cc1cccc(NC(=O)c2ccc(Cl)c(S(=O)(=O)N3CCCC3)c2)n1	6%	?	-2%	30%	-8%	6%	?	-0.4%	-2%	35%
3	COc1ccc(CCNC(=O)COC(=O)c2ccc([N+](=O)[O-])o2)cc1	0%	2	-6%	13%	5%	1%	7%	-0.3%	·	-6%
4	COc1ccccc1N(CCC#N)C(=O)COC(=O)CCC(=O)c1ccc(F)cc1	6%	0	-2%	5%	?	·	6%	0.1%	·	26%
5	O=C(NCc1ccccc1)c1ccc(-c2ccc(F)cc2)o1	10%	?	-2%	8%	-4%	-1%	20%	0.1%	3%	39%
6	N#CCCN1CCC(NC(=O)OCc2ccccc2)CCC1=O (stereo not given)	-2%	-2	-4%	11%	2%	6%	7%	0.4%	0%	5%
7	COC(=O)C1Cc2c([nH]c3ccccc23)CN1C(C)=O (stereo not given)	-7%	-3	-8%	5%	-16%	10%	1%	0.1%	12%	-12%
8	CCOc1cc(/C=N/NC(=O)Cn2nc([N+](=O)[O-])cc2C)cc(Br)c1OCc1ccccc1F	-4%	-1	-5%	0%	-33%	0%	-3%	0.2%	27%	-30%

More structures:
item	SMILES	A-T KAP1 phos	TRPV1 agonist	TSG101-PTAP inh	p53 reactivator	a7 integrin act	TCR activator	ELG1 DNA repair	B2AR arrestin	MLL CXXC-DNA inh	BRCA1 expr act
9	COc1ccc(-c2c(C(F)(F)F)nn(C)c2NC(=O)CSCC(=O)O)cc1	0%	-1	0%	-1%	21%	4%	5%	-0.3%	-3%	0%
10	O=C1CSC(=S)N1/N=C/C=C/c1ccccc1	-1%	0	-4%	18%	-31%	1%[46.1 µM]	7%	-0.4%	0%	2%
11	CSc1cccc(NC(=O)C2CCN(S(C)(=O)=O)CC2)c1	3%	12	-1%	-3%	9%	·	17%	-0.2%	2%	5%
12	Cc1sc2ncn(CC(=O)NCCCC(=O)N3CCN(c4ccccc4F)CC3)c(=O)c2c1C	4%	-1	-8%	-2%	1%	-1%	-14%	0.0%	9%	-23%
13	Cc1cccc(CN2CCN(Cc3ccc4nonc4c3)CC2CCO)n1 (stereo not given)	-3%	2	-3%	-2%	10%	5%	5%	-1.4%	1%	-7%
14	Cc1ccc(C)c(NC(=O)CN(C)C(=O)COc2ncnc3sccc23)c1	-1%	-1	0%	-7%	21%	-5%[46.1 µM]	-2%	-1.3%	-2%	-13%
15	O=C(O)C/C=C(/NC(=O)OCc1ccccc1)C(=O)OCc1ccccc1	-3%	15	-2%	2%	-7%	-2%	1%	0.2%	1%	-16%
16	CC(C(=O)OCc1nnc(-c2ccccc2)o1)N1C(=O)c2ccccc2C1=O (stereo not given)	-11%	14	-3%	3%	1%	2%	?	0.0%	6%	25%

(more compounds)
item	SMILES	A-T KAP1 phos	TRPV1 agonist	TSG101-PTAP inh	p53 reactivator	a7 integrin act	TCR activator	ELG1 DNA repair	B2AR arrestin	MLL CXXC-DNA inh	BRCA1 expr act
17	O=C(NC(CO)Cc1ccc([N+](=O)[O-])cc1)C(Cl)Cl (stereo not given)	6%	-2	3%	-3%	20%	-2%[46.1 µM]	1%	2.5%	10%	-9%
18	Cn1c(SCc2ccccc2)nnc1-c1cccs1	9%	8	-2%	17%	0%	3%	?	0.3%	-8%	?
19	C/C(=N\NC(=O)c1cccs1)c1ccncc1	9%	-5	0%	6%	-13%	1%	?	0.3%	?	20%
20	CCCSc1nc2c3c(sc2c(=O)[nH]1)CC(C)(CC)OC3 (stereo not given)	-2%	13	-4%	7%	2%	-1%	-2%	-0.1%	-6%	1%
21	CCC(C)n1ncn(-c2ccc(N3CCN(c4ccc(O)cc4)CC3)cc2)c1=O (stereo not given)	-7%	5	-3%	-8%	-11%	-1%[46.1 µM]	-14%	-1.1%	3%	-31%
22	C=CCNc1nc(C(=O)OCC(=O)Nc2ccccc2C(F)(F)F)cs1	-7%	-1	-1%	-3%	-41%	2%	?	0.2%	·	15%
23	Cc1ccc(-c2c3c(=O)n(C)c(=O)n(C)c3cn2Cc2ccccc2)cc1	0%	8	-6%	-3%	-18%	1%	-26%	-1.6%	20%	7%
24	COc1ccc(C(=O)N2CCC(N3CCN(c4ccccc4)CC3)CC2)cc1OC	-3%	1	0%	4%	12%	-5%	-1%	-0.3%	-3%	4%

Reformatted with values under each structure: part of the list above
The line under a structure holds: A-T KAP1 phos, TRPV1 agonist, TSG101-PTAP inh, p53 reactivator, a7 integrin act, TCR activator, ELG1 DNA repair, B2AR arrestin, MLL CXXC-DNA inh, BRCA1 expr act
#17 O=C(NC(CO)Cc1ccc([N+](=O)[O-])cc1)C(Cl)Cl (stereo not given)
 : 6%, -2, 3%, -3%, 20%, -2%[46.1 µM], 1%, 2.5%, 10%, -9%
#18 Cn1c(SCc2ccccc2)nnc1-c1cccs1
 : 9%, 8, -2%, 17%, 0%, 3%, ?, 0.3%, -8%, ?

(further entries)
item	SMILES	A-T KAP1 phos	TRPV1 agonist	TSG101-PTAP inh	p53 reactivator	a7 integrin act	TCR activator	ELG1 DNA repair	B2AR arrestin	MLL CXXC-DNA inh	BRCA1 expr act
25	CCC1Cc2c(nc(N)c3c(N)nc(N4CCCCC4)c(C#N)c23)O1 (stereo not given)	11%	18	-2%	0%	0%	-1%	?	-0.1%	-5%	-30%
26	Cc1onc(-c2c(Cl)cccc2Cl)c1C(=O)NCCc1ccncc1	14%	0	-3%	-8%	-6%	1%	5%	-0.4%	14%	-3%
27	COCc1cc(C)nc(SCC[N+](C)(C)CC(=O)Nc2cccc(C(F)(F)F)c2)c1C#N	13%	-3	1%	-2%	5%	-14%	13%	-0.6%	33%[activator]	-7%
28	COc1ccc(O)c(C(=O)c2cc(SCC(=O)O)c3nc4sc5c(c4c(=O)n3c2)CCCC5)c1	-10%	-4	-5%	17%	-2%	-9%	8%	0.0%	-14%	?
29	CCOc1ccccc1Nc1cc(C)nc2nnnn12	1%	4	-6%	2%	-5%	-3%	11%	2.6%	7%	-20%
30	COc1cc(/C=C/C(=O)N2CCCC2)cc(OC)c1OC	9%	2	-1%	-8%	-11%	5%[46.1 µM]	-15%	-0.5%	1%	-87%[inhibitor]
31	Cc1ccc(S(=O)(=O)N(C)C[C@@H]2Oc3ccc(NC(=O)Nc4cccc5ccccc45)cc3C(=O)N([C@H](C)CO)C[C@H]2C)cc1	-10%	·	-4%	2%	7%	6%	?	0.1%	·	-18%
32	Cc1cccc(C)c1NC(=O)COC(=O)CCc1c[nH]c2ccccc12	-6%	10	-6%	-30%	0%	5%	-22%	0.3%	·	1%

Structural class: the entries above containing a cyano group.
item	SMILES	A-T KAP1 phos	TRPV1 agonist	TSG101-PTAP inh	p53 reactivator	a7 integrin act	TCR activator	ELG1 DNA repair	B2AR arrestin	MLL CXXC-DNA inh	BRCA1 expr act
4	COc1ccccc1N(CCC#N)C(=O)COC(=O)CCC(=O)c1ccc(F)cc1	6%	0	-2%	5%	?	·	6%	0.1%	·	26%
6	N#CCCN1CCC(NC(=O)OCc2ccccc2)CCC1=O (stereo not given)	-2%	-2	-4%	11%	2%	6%	7%	0.4%	0%	5%
25	CCC1Cc2c(nc(N)c3c(N)nc(N4CCCCC4)c(C#N)c23)O1 (stereo not given)	11%	18	-2%	0%	0%	-1%	?	-0.1%	-5%	-30%
27	COCc1cc(C)nc(SCC[N+](C)(C)CC(=O)Nc2cccc(C(F)(F)F)c2)c1C#N	13%	-3	1%	-2%	5%	-14%	13%	-0.6%	33%[activator]	-7%

Continued.
item	SMILES	A-T KAP1 phos	TRPV1 agonist	TSG101-PTAP inh	p53 reactivator	a7 integrin act	TCR activator	ELG1 DNA repair	B2AR arrestin	MLL CXXC-DNA inh	BRCA1 expr act
33	CC1CC(C)CN(C(=O)Cn2cc(C=O)c3ccccc32)C1 (stereo not given)	2%	-3	-5%	-1%	0%	-4%	-2%	3.5%	-4%	0%
34	Cc1ccc(CCNC(=O)C2CCCN(S(=O)(=O)c3c(C)noc3/C=C/N(C)C)C2)cc1 (stereo not given)	8%	0	-4%	0%	-23%	-1%	-4%	2.1%	7%	-36%
35	O=C(NCCCCCCOC1=NS(=O)(=O)c2ccccc21)C(=O)Nc1ccccc1	-5%	6	-4%	13%	44%	10%	?	0.2%	0%	65%
36	O=C(Nc1ccnn1C1CCNCC1)c1ccc2c(c1)OCO2	·	·	-8%	·	20%	6%	·	·	·	-2%
37	Cc1cc(C)nc(SCC(=O)Nc2ccc(S(=O)(=O)N3CCCCC3)cc2)n1	1%	-2	-3%	-5%	-18%	-2%	?	-0.1%	-2%	-36%
38	O=C(COc1cccc(NC(=O)c2ccccc2)c1)c1ccccc1	-2%	?	-4%	6%	34%	-4%	4%	-0.5%	1%	72%
